Screening data: PubChem, several laboratories
PKA-R2B activ = activators of human PKA-R2B complex; P22694+P31323; PKA-R2B holoenzyme dissociation, Cy5-IP20 fluorescence polarization; R2B truncated from residue 108, S112A mutant; 0% DMSO only, 100% 113 µM cGMP; activation, % at 11.4 µM; 340,000 tested, 0.079% active; AID 504700;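 active means activation above a cutoff set at the mean over all compounds plus 3 SD, cut at about 18% in these data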;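 further: higher means more holoenzyme dissociation and a rise in polarization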
Target sequence (P31323 whole entry, looked up, other chains not shown, the tested form may be a part): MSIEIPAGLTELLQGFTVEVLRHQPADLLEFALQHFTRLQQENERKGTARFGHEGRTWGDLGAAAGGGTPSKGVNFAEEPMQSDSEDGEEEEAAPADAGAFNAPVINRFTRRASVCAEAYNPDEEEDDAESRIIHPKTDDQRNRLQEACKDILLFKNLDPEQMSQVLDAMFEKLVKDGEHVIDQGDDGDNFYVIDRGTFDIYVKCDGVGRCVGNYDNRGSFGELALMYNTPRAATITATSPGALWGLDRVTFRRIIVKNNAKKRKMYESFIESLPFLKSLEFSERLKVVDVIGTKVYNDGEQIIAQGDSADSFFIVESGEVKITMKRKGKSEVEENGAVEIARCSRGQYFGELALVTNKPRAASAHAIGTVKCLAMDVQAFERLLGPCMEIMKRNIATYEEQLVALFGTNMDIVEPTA
Tat export inh = inhibitors of E. coli Tat protein transport. E. coli MC4100 TorA-mCherry Tat export, fluorescence. inhibition, % at 10 µM. 340,000 tested, 0.036% active;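 active means mean replicate inhibition at least 50% and at least half of replicates individually reaching 50%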;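 further: exported cargo escapes ClpAP degradation while cytoplasmic cargo is degraded and loses fluorescence; 0% = median of neutral control wells and 100% = median of NaSCN control wells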
phage Ecoli inh = E. coli growth loss with phage present | growth absorbance | inhibition, % at 11.9 µM | 360,000 tested, 0.26% active | AID 651602; in the data active means inhibition above about 11%
MOR-DOR inv ag = inverse agonists of human mu-delta opioid receptor heterodimerization; inhibition, % at 9.3 µM; 340,000 tested, 0.21% active; P35372+P41143; cell-based MOR-DOR heterodimer luminescence, inverse agonism; in the data active means inhibition above about 22%, passing the limit was not always enough;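 further: 0% = cells with DMSO and 100% = wells without cells with DMSO; values of inactives mirror those of a sister screen read the other way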
AddAB inh = less growth of phage-infected E. coli with AddAB; inhibition, % at 11.9 µM; AID 435030; 330,000 tested, 0.29% active; E. coli expressing H. pylori AddAB, absorbance growth; in the data active means inhibition above about 12%;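 further: 0% = vehicle wells of infected cells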
PfHsp90 yeast 2 = inhibits growth of yeast expressing Plasmodium falciparum Hsp90 | 310,000 tested, 0.32% active | inhibition, % at 9.4 µM | S. cerevisiae expressing PfHsp90, BacTiter-Glo ATP, 48 h; yeast lacking PDR1 and PDR3 efflux regulators;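 active means every replicate shows inhibition above about 80%, whatever the replicate mean, limit read from the data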;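 further: 0% = DMSO neutral controls and 100% = 20 µM radicicol positive controls; yeast relying on Plasmodium falciparum Hsp90 in place of its own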
Ecoli viability = counter-screen for AddAB inhibitors: E. coli growth inhibition | E. coli V3065 growth, OD600 absorbance, 18 h | inhibition, % at 11.9 µM | 330,000 tested, 0.27% active;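 active means inhibition above the campaign's mean inhibition across all tested compounds plus 3 SD, cut at about 9.9% in these data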;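 further: uninfected addAB+ strain grown without phage in ampicillin broth; 0% = DMSO wells and 100% = ciprofloxacin 0.95 µg/ml wells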
HTR5A inv ag = counter-screen for OPRM1-OPRD1 inverse agonists: human HTR5A inverse agonism | AID 504634 | inhibition, % at 9.3 µM | 340,000 tested, 0.083% active | HTR5A cell line, luminescence; in the data active means inhibition mostly above about 23%, no sharp cut-off; inactive means mostly below about 18%;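 further: 0% = cells with DMSO and 100% = no-cell wells with DMSO; some compounds called inactive have numbers as strong as hits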
Target sequence (P47898 whole entry, looked up): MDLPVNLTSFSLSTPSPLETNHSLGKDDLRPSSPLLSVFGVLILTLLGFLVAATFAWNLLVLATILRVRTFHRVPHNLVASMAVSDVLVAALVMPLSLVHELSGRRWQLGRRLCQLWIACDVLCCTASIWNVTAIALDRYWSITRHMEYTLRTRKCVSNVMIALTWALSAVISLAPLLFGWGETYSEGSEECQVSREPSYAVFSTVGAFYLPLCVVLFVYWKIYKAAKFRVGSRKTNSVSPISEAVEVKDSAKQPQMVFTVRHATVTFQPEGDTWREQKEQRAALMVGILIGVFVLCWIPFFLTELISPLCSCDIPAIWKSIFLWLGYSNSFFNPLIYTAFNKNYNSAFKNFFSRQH
MOR-DOR ag = OPRM1-OPRD1 heterodimerization agonism | P35372+P41143 | cells, luminescence | activation, % at 9.3 µM | 340,000 tested, 0.3% active | AID 504326; in the data active means activation above about 18%;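 further: 0% = vehicle-treated cells and 100% = reference agonist; values of inactives mirror those of a sister screen read the other way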
SUMO Mot1 rescue = SUMOylation pathway inhibition by Mot1-301 growth rescue; S. cerevisiae Mot1-301 growth rescue, ATP luminescence, 38.5C; percent above DMSO median, 100 means doubled; growth rescue, % at 18.8 µM; AID 2716; 320,000 tested, 1% active;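 active means every valid replicate shows activation above 250% relative to neutral control wells; inactive means the rest, any valid replicate at or below 250%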;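 further: OY570 slx delta 5 strain wells were the positive control but not used for scaling; some compounds called inactive have numbers as strong as hits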
PKA-R1A act = activates the PKA-R1A holoenzyme complex; P00514+P68181; PKA-R1A dissociation, Cy5-IP20 fluorescence polarization; scaled: DMSO 0%, 113 µM cGMP 100%; activation, % at 11.4 µM; 340,000 tested, 0.083% active; AID 504707;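 active means percent activation above the mean of all tested compounds plus 3 SD, cut at about 19% in these data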;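 further: higher means more PKAc released from R1A so a rise in polarization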
Active calls of the source: *.

What do the screens show for `Cc1nc(N)sc1-c1ccccc1`?
PKA-R2B activ: -8; Tat export inh: 0; phage Ecoli inh: -1.6; MOR-DOR inv ag: 10; PfHsp90 yeast 2: -5; HTR5A inv ag: -9; MOR-DOR ag: -2.1; PKA-R1A act: -12

Results for Cc1cccnc1CN1CCN(Cc2nc(C(c3ccccc3)c3ccccc3)no2)CC1 ?
PKA-R2B activ: 2; Tat export inh: 4; phage Ecoli inh: -0.6; MOR-DOR inv ag: 1; AddAB inh: -3.0; PfHsp90 yeast 2: -28; Ecoli viability: 0.4; HTR5A inv ag: -14; MOR-DOR ag: -0.3; SUMO Mot1 rescue: 13; PKA-R1A act: 0

How did CCCN1CCC2(CC1)C(C#N)=C(N)Oc1c2sc2nc(C)cc(C)c12 do in these assays?
PKA-R2B activ: -1; Tat export inh: -11; phage Ecoli inh: 1.6; MOR-DOR inv ag: 15; AddAB inh: 2.9; PfHsp90 yeast 2: 25; Ecoli viability: 2.0; HTR5A inv ag: -15; MOR-DOR ag: -2.9; SUMO Mot1 rescue: 27; PKA-R1A act: -4

What do the screens show for `CC[C@@]1(C(=O)OC)N[C@H](CN(C)S(=O)(=O)c2ccc(OC(F)(F)F)cc2)[C@@H]2C(=O)N(C)C(=O)[C@@H]21`?
PKA-R2B activ: -2; Tat export inh: -5; phage Ecoli inh: 1.2; MOR-DOR inv ag: -2; AddAB inh: 2.4; PfHsp90 yeast 2: -9; Ecoli viability: -0.2; HTR5A inv ag: 3; MOR-DOR ag: 0.4; PKA-R1A act: -6

Results for COc1ccc(C(=O)N/N=C(\C)CC(=O)Nc2cccc(C(F)(F)F)c2)cc1 ?
PKA-R2B activ: -10; Tat export inh: -8; phage Ecoli inh: 3.5; MOR-DOR inv ag: 11; AddAB inh: -0.9; PfHsp90 yeast 2: 0; Ecoli viability: -2.3; HTR5A inv ag: -25; MOR-DOR ag: -2.1; SUMO Mot1 rescue: -13; PKA-R1A act: -8

What do the screens show for `O=C(Nc1nnc(Cc2ccccc2)s1)Nc1ccccc1F`?
PKA-R2B activ: 4; Tat export inh: 3; phage Ecoli inh: 1.5; MOR-DOR inv ag: -36; AddAB inh: 0.5; PfHsp90 yeast 2: 3; Ecoli viability: -0.6; HTR5A inv ag: -25; MOR-DOR ag: 7.8; SUMO Mot1 rescue: -31; PKA-R1A act: -9

Results for COc1ccc(C2C3=C(CC(c4ccco4)CC3=O)Nc3ccccc3N2C(C)=O)cc1 (stereo not given) ?
PKA-R2B activ: -5; Tat export inh: 5; phage Ecoli inh: 1.2; MOR-DOR inv ag: 16; AddAB inh: 1.1; PfHsp90 yeast 2: 10; Ecoli viability: -1.3; HTR5A inv ag: 0; MOR-DOR ag: -3.6; SUMO Mot1 rescue: -11; PKA-R1A act: 1

Results for Cc1nn(C)cc1S(=O)(=O)NC1CCCC1 ?
PKA-R2B activ: -5; Tat export inh: -10; phage Ecoli inh: 2.0; MOR-DOR inv ag: 6; AddAB inh: 2.6; PfHsp90 yeast 2: 32; Ecoli viability: 1.0; HTR5A inv ag: 2; MOR-DOR ag: -1.1; SUMO Mot1 rescue: -17; PKA-R1A act: 3

Results for Cc1nn(-c2ccccc2)nc1CNC(=O)C(C)Cc1ccccc1 (stereo not given) ?
PKA-R2B activ: -13; Tat export inh: 1; phage Ecoli inh: 2.3; MOR-DOR inv ag: 20; AddAB inh: 1.6; PfHsp90 yeast 2: -3; Ecoli viability: 0.9; HTR5A inv ag: 11; MOR-DOR ag: -3.5; SUMO Mot1 rescue: 3; PKA-R1A act: -9

Results for O=C(CSc1ncccc1C(=O)O)NCCC1=CCCCC1 ?
PKA-R2B activ: -1; Tat export inh: -5; phage Ecoli inh: 0.9; MOR-DOR inv ag: 4; AddAB inh: 0.6; Ecoli viability: -1.2; HTR5A inv ag: -19; MOR-DOR ag: -0.8; SUMO Mot1 rescue: 0; PKA-R1A act: -5

What do the screens show for `O=C(COC(=O)[C@H](Cc1ccccc1)NC(=O)c1cccs1)Nc1cc(F)ccc1F`?
PKA-R2B activ: -18; Tat export inh: 13; phage Ecoli inh: 3.0; MOR-DOR inv ag: -17; AddAB inh: 4.3; PfHsp90 yeast 2: -2; Ecoli viability: 0.8; HTR5A inv ag: -2; MOR-DOR ag: 2.8; SUMO Mot1 rescue: 7; PKA-R1A act: 1

Results for CCOC(=O)NC(O)C(=O)c1ccc(F)cc1 (stereo not given) ?
PKA-R2B activ: 8; Tat export inh: -8; phage Ecoli inh: 2.0; MOR-DOR inv ag: -1; AddAB inh: -0.7; PfHsp90 yeast 2: 0; Ecoli viability: -1.6; HTR5A inv ag: 0; MOR-DOR ag: 0.2; SUMO Mot1 rescue: 453; PKA-R1A act: 0

How did COc1ccc(/C=N/OCC(=O)OCC(=O)N(C)c2ccccc2)cc1 do in these assays?
PKA-R2B activ: 2; Tat export inh: 5; phage Ecoli inh: 2.1; MOR-DOR inv ag: 7; AddAB inh: 2.9; PfHsp90 yeast 2: -13; Ecoli viability: 1.9; HTR5A inv ag: 14; MOR-DOR ag: -1.1; SUMO Mot1 rescue: -19; PKA-R1A act: 0

Results for N#C/C(=C\c1ccc(OCc2ccc(Cl)cc2)cc1)C(=O)Nc1cccc(C(=O)O)c1 ?
PKA-R2B activ: -3; Tat export inh: -3; phage Ecoli inh: 2.6; MOR-DOR inv ag: 10; AddAB inh: 3.5; PfHsp90 yeast 2: -4; Ecoli viability: 0.9; HTR5A inv ag: 1; MOR-DOR ag: -1.8; SUMO Mot1 rescue: 3; PKA-R1A act: -7

What do the screens show for `N#Cc1cccc(NC(=O)CSc2nnc(C3CC3)n2C2CC2)c1`?
PKA-R2B activ: -7; Tat export inh: -7; phage Ecoli inh: 2.3; MOR-DOR inv ag: 13; AddAB inh: 3.4; PfHsp90 yeast 2: 14; Ecoli viability: 1.2; HTR5A inv ag: 1; MOR-DOR ag: -3.1; SUMO Mot1 rescue: 7; PKA-R1A act: 2

How did CC1=NN2C(=N)/C(=C\c3cc(C)n(-c4cccc(C)c4)c3C)C(=O)N=C2S1 do in these assays?
PKA-R2B activ: 1; Tat export inh: 7; phage Ecoli inh: -1.5; MOR-DOR inv ag: 10; AddAB inh: 0.3; PfHsp90 yeast 2: -10; Ecoli viability: 1.6; HTR5A inv ag: -5; MOR-DOR ag: -2.0; SUMO Mot1 rescue: 13; PKA-R1A act: -4

How did CCc1noc(C)c1C(=O)Nc1nc2ccc(S(C)(=O)=O)cc2s1 do in these assays?
PKA-R2B activ: -1; Tat export inh: -4; phage Ecoli inh: 0.7; MOR-DOR inv ag: 18; AddAB inh: 2.0; Ecoli viability: 0.7; HTR5A inv ag: 2; MOR-DOR ag: -3.4; SUMO Mot1 rescue: -3; PKA-R1A act: -7

Results for COc1ccc(C(=O)CC(c2ccccc2)C2C(=O)CCCC2=O)cc1 (stereo not given) ?
PKA-R2B activ: -3; Tat export inh: 4; phage Ecoli inh: 2.3; MOR-DOR inv ag: -10; AddAB inh: -1.4; PfHsp90 yeast 2: 5; Ecoli viability: -1.2; HTR5A inv ag: -11; MOR-DOR ag: 1.6; SUMO Mot1 rescue: 1; PKA-R1A act: -1

Results for C=CCn1cc(/C=N/N2C(=O)C3C4C=CC(C4)C3C2=O)c2ccccc21 (stereo not given) ?
PKA-R2B activ: 4; Tat export inh: -11; phage Ecoli inh: 2.7; MOR-DOR inv ag: 20; AddAB inh: 1.5; PfHsp90 yeast 2: -4; Ecoli viability: 0.5; HTR5A inv ag: 28; MOR-DOR ag: -3.0; SUMO Mot1 rescue: 15; PKA-R1A act: 5

What do the screens show for `CC1=CC(C)(C)n2c(O)c(N=NC(N)=S)c3cc(C)cc1c32`?
PKA-R2B activ: -7; Tat export inh: -4; phage Ecoli inh: 3.4; MOR-DOR inv ag: -14; AddAB inh: 1.8; PfHsp90 yeast 2: 10; Ecoli viability: 0.6; HTR5A inv ag: 7; MOR-DOR ag: 2.0; SUMO Mot1 rescue: -6; PKA-R1A act: 2

Retrieved one by one from the list above, two records:
Results for O=C(CSc1ncccc1C(=O)O)NCCC1=CCCCC1 ?
PKA-R2B activ: -1; Tat export inh: -5; phage Ecoli inh: 0.9; MOR-DOR inv ag: 4; AddAB inh: 0.6; Ecoli viability: -1.2; HTR5A inv ag: -19; MOR-DOR ag: -0.8; SUMO Mot1 rescue: 0; PKA-R1A act: -5

What do the screens show for `CC1=CC(C)(C)n2c(O)c(N=NC(N)=S)c3cc(C)cc1c32`?
PKA-R2B activ: -7; Tat export inh: -4; phage Ecoli inh: 3.4; MOR-DOR inv ag: -14; AddAB inh: 1.8; PfHsp90 yeast 2: 10; Ecoli viability: 0.6; HTR5A inv ag: 7; MOR-DOR ag: 2.0; SUMO Mot1 rescue: -6; PKA-R1A act: 2

Next section:
What do the screens show for `COc1ccc(C(=O)N/N=C(\C)CC(=O)Nc2ccc(N(C)C)cc2)c(OC)c1`?
PKA-R2B activ: -4; Tat export inh: 2; phage Ecoli inh: 2.9; MOR-DOR inv ag: 8; AddAB inh: -1.0; PfHsp90 yeast 2: -6; Ecoli viability: -1.9; HTR5A inv ag: -9; MOR-DOR ag: -1.5; SUMO Mot1 rescue: -6; PKA-R1A act: 7

How did CCN(CC)c1ccc(NC(=O)c2nc3nc(C)cc(C(F)F)n3n2)cc1 do in these assays?
PKA-R2B activ: -6; Tat export inh: 3; phage Ecoli inh: 6.5; MOR-DOR inv ag: 8; AddAB inh: 2.0; PfHsp90 yeast 2: 5; Ecoli viability: 0.1; HTR5A inv ag: -19; MOR-DOR ag: -1.3; SUMO Mot1 rescue: 12; PKA-R1A act: 1

Results for O=C1NC(=O)c2cc(NC(=O)C3CCCO3)ccc21 (stereo not given) ?
PKA-R2B activ: 0; Tat export inh: 5; phage Ecoli inh: 0.3; MOR-DOR inv ag: 6; AddAB inh: 3.6; PfHsp90 yeast 2: -11; Ecoli viability: 0.2; HTR5A inv ag: -9; MOR-DOR ag: -1.2; SUMO Mot1 rescue: -10; PKA-R1A act: 6

Results for CCCCOc1ccc(C2(C)CC(=O)NC2=O)cc1 (stereo not given) ?
PKA-R2B activ: 0; Tat export inh: 17; phage Ecoli inh: 0.9; MOR-DOR inv ag: 7; AddAB inh: 3.0; PfHsp90 yeast 2: 1; Ecoli viability: 0.1; HTR5A inv ag: -18; MOR-DOR ag: -1.8; SUMO Mot1 rescue: 18; PKA-R1A act: -6

What do the screens show for `Fc1ccc(-c2nnc(CSc3nnc(-c4cccs4)o3)o2)cc1`?
PKA-R2B activ: 0; Tat export inh: -2; phage Ecoli inh: 4.8; MOR-DOR inv ag: 4; AddAB inh: 2.7; PfHsp90 yeast 2: 3; Ecoli viability: 2.3; HTR5A inv ag: 9; MOR-DOR ag: -0.8; SUMO Mot1 rescue: -2; PKA-R1A act: -5
